Scp-1 inhibitor: Scp-1 phosphatase inhibitors, primary screen, biochemical, colorimetric, uHTS; inhibition, % at 20 µM; Recombinant Scp1, phosphopeptide, malachite green phosphate absorbance; 340,000 tested, 0.88% active; Carboxy-terminal domain RNA polymerase II polypeptide A small phosphatase 1 (Homo …;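 active = inhibition above about 50% at 20 µM, limit read from the data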;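 note: plate controls were DMSO wells with enzyme for no effect and wells lacking enzyme for full effect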
Target sequence (Q9GZU7 76-261 limits assumed): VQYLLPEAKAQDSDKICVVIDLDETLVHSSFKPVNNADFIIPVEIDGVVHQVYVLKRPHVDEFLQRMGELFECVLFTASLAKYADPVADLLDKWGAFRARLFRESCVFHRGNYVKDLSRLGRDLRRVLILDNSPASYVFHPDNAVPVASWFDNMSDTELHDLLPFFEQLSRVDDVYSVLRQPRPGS
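Test system: SCP-1 phosphatase catalytic domain, residues 76-261 | Compound dosing: One concentration, 20 µM, with 1.0% DMSO | Schedule: 45 min room-temperature reaction, 5 min colour, 30 min stabiliser | Detection: Absorbance at 630 nm | Read-out basis: % inhibition of SCP-1 phosphate liberation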
NRP1-CendR mod: modulators of CendR peptide binding to NRP-1, primary screen, biochemical, fluorescence polarization, uHTS. FAM-RPARPAR peptide binding to NRP-1. inhibition, % at 25 µM. 360,000 tested, 0.85% active;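 active = inhibition or corrected inhibition above about 18%, plus a signal ratio from 0.5 to 1.5, limit read from the data, passing the limit was not always enough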; note: strong numbers were not always called active
SKN-1 inh: suppressors of acrylamide-induced Pgst-4::GFP reporter in worms, primary screen, SKN-1 inhibitor project, whole organism, uHTS, GFP/RFP fluorescence ratio, strain VP596. C. elegans VP596 Pgst-4::GFP/RFP ratio, 24 h. inhibition, % at 21.8 µM. 360,000 tested, 0.49% active;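 active = interference check ratio from 0.5 to 1.5 plus GFP to RFP signal ratio inhibition reaching or exceeding a fixed threshold, cut at about 30% in these data, passing the limit was not always enough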; note: some compounds called inactive have numbers as strong as hits
Rpn11 inh: Rpn11 (PSMD14) deubiquitinase inhibitors, primary screen, biochemical, fluorescence polarization, uHTS; calls only at 20 µM; 26S proteasome non-ATPase regulatory subunit 14 (Homo sapiens), O00487; 360,000 tested, 0.59% active; AID 588493, 2011; human 26S proteasome, Ub4-pepOG fluorescence polarization; 20S core pre-blocked with epoxomicin;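 active = inhibition at 20 µM, scaled to each plate's controls, above about 33%, limit read from the data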
Target sequence (O00487 whole entry, looked up): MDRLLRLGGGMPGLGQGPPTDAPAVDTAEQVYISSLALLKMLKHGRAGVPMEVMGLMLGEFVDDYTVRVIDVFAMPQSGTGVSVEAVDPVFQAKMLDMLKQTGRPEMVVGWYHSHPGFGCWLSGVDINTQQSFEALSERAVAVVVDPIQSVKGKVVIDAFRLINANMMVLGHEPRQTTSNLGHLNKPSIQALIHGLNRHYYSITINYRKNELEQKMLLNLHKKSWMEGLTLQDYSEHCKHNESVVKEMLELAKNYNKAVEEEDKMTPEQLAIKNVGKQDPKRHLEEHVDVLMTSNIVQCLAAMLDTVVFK
LMPTP inh: LMPTP phosphatase inhibitors, primary screen, biochemical, fluorescence intensity, uHTS. Low molecular weight phosphotyrosine protein phosphatase (Homo sapiens), P24666. recombinant LMPTP-A, OMFP fluorogenic substrate. inhibition, % at 20 µM. 360,000 tested, 0.22% active;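 active = compounds that cut the enzyme signal by at least half of the control window in the single-dose screen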;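 note: plate controls were DMSO wells with enzyme plus substrate for no effect and substrate without enzyme for full effect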
Target sequence (P24666 whole entry, looked up): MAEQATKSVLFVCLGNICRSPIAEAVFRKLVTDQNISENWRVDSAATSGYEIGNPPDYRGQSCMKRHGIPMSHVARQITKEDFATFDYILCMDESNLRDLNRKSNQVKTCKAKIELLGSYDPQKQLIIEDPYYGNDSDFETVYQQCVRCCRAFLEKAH
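Test system – LMPTP-A phosphatase enzyme · Quantity – 0.625 nM LMPTP-A final · Reagent – OMFP substrate, 400 µM final · Dosing – one test concentration per compound, 20 µM, with 3% DMSO overall · Timing – 50 min enzyme reaction at room temperature, protected from light · Detection – fluorescence intensity · Controls – substrate-only low control, DMSO enzyme-plus-substrate high control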
SUMO1 PPI mod: modulators of SUMO1 protein-protein interactions, primary screen, biochemical, uHTS; SUMO1 binding to a labelled peptide, TR-FRET, 1 h; inhibition, % at 20 µM; 360,000 tested, 0.33% active; AID 602429, 2012; in the data active = inhibition above about 37%
Target sequence (P63165 whole entry, looked up): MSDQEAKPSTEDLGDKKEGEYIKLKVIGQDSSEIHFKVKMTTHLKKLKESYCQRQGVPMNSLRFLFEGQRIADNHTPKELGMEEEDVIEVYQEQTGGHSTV
STEP block: STEP phosphatase inhibitors, primary screen, biochemical, fluorescence intensity, uHTS; Tyrosine-protein phosphatase non-receptor type 5 (Homo sapiens), P54829; AID 588621, 2011; inhibition, % at 20 µM; 360,000 tested, 0.25% active; recombinant STEP, OMFP fluorogenic substrate;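 active = inhibition at 20 µM, scaled per plate between control wells, above about 37%, limit read from the data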;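 note: 0% = DMSO with enzyme and substrate and 100% = substrate only without enzyme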
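Assay system: isolated STEP enzyme. Buffer or medium: pH 6.0 Bis-Tris with DTT and Tween 20. Also added: fluorogenic phosphatase substrate OMFP at 25 µM final. Dosing: 20 µM, 1% DMSO. Timing: 20 min reaction, room temperature, in the dark. Measured by: fluorescence intensity, excitation 480 nm, emission 540 nm. Evaluation: normalized % inhibition.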
NadD inh: inhibitors of S. aureus NadD, primary screen, biochemical, colorimetric, uHTS. inhibition, % at 20 µM. 360,000 tested, 0.78% active. purified NadD enzyme, colorimetric absorbance read-out. Nicotinate-nucleotide adenylyltransferase NadD (Staphylococcus aureus N315). AID 602399, 2012; in the data active = inhibition above about 26%; note: some compounds past the cut are filed as inactive
MT1-MMP act inh: blockers of MT1-MMP proenzyme processing, primary screen, HT1080 RFP-PRO-GFP cells, GFP/RFP fluorescence; 360,000 tested, 0.061% active; Matrix metalloproteinase-14 (Homo sapiens), P50281; GFP/RFP ratio change, % at 20 µM; GFP/RFP ratio fluorescence, overnight; percent of plate control window, DMSO zero;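 active = GFP/RFP ratio change of at least 30% with cell ATP level not reduced by more than half and red fluorescence within 50% of control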; note: strong numbers were not always called active
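Assay system: RFP-PRO-GFP reporter HT1080 cells; read-out basis: GFP/RFP fluorescence ratio; benchmarks: DMSO wells and RFP-L50D-GFP cells; doses: 20 µM single dose, 1% DMSO; schedule: overnight cell settling, then overnight compound exposure, 37 °C, 5% CO2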
DNMT1 block: human DNMT1 methyltransferase inhibitors, primary screen, biochemical, molecular beacon, fluorescence, HinP1I cleavage, uHTS | inhibition (reported as % activation of signal), % at 10 µM | 360,000 tested, 0.83% active | AID 588458, 2011 | DNA (cytosine-5)-methyltransferase 1 (Homo sapiens), P26358; in the data active = inhibition above about 50%
Numbers without * were called inactive; i = inactive; · = no result given; + = active, no number.

SMILES	Scp-1 inhibitor	NRP1-CendR mod	SKN-1 inh	Rpn11 inh	LMPTP inh	SUMO1 PPI mod	STEP block	NadD inh	MT1-MMP act inh	DNMT1 block
O=C(CCc1nc(-c2ccccc2F)no1)Nc1ccc(Oc2ccccc2)cc1	-22	6	16	i	4.2	-1	-1	-4	-6	-10
CCOc1cc(/C=C(\C(=O)O)c2ccc(S(=O)(=O)N3CCCC3)s2)ccc1OC	5	-4	-5	i	0.1	-13	-2	1	-2	2
CC(=O)c1cc(C(c2csc(C(C)=O)c2)c2csc(C(C)=O)c2)cs1	-9	-6	19	i	0.5	-6	4	-5	2	-5
N=C1C(c2ccccc2)=C(O)CN1c1cccc(S(N)(=O)=O)c1	-4	2	5	i	-1.4	0	0	1	1	3
CN(C)CCNc1ccc(Cl)cc1[N+](=O)[O-]	0	-8	4	i	1.7	-28	0	-2	4	4
CCCc1nc2ccc(Br)cn2c1Cc1cccc(Cl)c1	·	-3	5	i	-0.6	2	-3	1	3	0
CCCOc1ccc(F)cc1-c1cc(C(=O)NC(C)C)[nH]n1	·	-7	24	i	-1.2	6	2	2	4	0
CC(CCc1ccccc1)NC(=O)CN1CCOc2ccccc21 (stereo not given)	-16	-17	10	i	-0.8	7	-2	-1	-2	-3
O=C(O)CCCC(=O)Nc1ccccc1C(=O)O	-4	-10	-3	i	-1.5	2	2	-2	1	-1
CCC1SC(CC)C(=O)N(CC(=O)NC2CCCCC2)C1=O (stereo not given)	-4	7	11	i	-1.6	2	1	-3	4	0
CC(=O)N(c1ccccc1)C(C)c1nc(C#N)c(C#N)nc1C (stereo not given)	-1	0	0	i	-1.0	-3	0	-5	3	-1
N#Cc1c(F)cccc1NCc1cccnc1	0	10	19	i	-1.5	-1	0	-7	1	2
CCSc1ccccc1C(=O)NCc1ccc(S(N)(=O)=O)cc1	-8	12	-11	i	0.4	0	0	0	-3	2
CC1C(=O)CC(c2ccc([N+](=O)[O-])cc2)NC1c1ccc([N+](=O)[O-])cc1 (stereo not given)	-5	1	14	i	0.6	-18	-3	3	1	-4
O=C(OCC(=O)N1CCCCCC1)c1ccccc1Br	-8	-4	-8	i	-1.9	5	-2	0	-1	1
COc1ccc(C2=NCC(CSc3nnnn3C)S2)cc1 (stereo not given)	0	-1	-15	i	0.4	-2	2	9	-2	-2
C=CCn1c(SCC(=O)Nc2ccc3c(c2)OCCO3)nnc1-c1ccccn1	-2	2	-8	i	0.0	2	2	-3	8	-2
O=C(N/N=C/c1ccc(OC(F)F)cc1)c1cccc(S(=O)(=O)N2CCOCC2)c1	-8	-3	-4	i	-1.2	5	-1	-6	2	-4
CC(C)OCCc1cccc[n+]1[O-]	·	7	-5	i	-1.0	-1	1	8	4	1
Cc1cc(C(=O)Nc2ccccc2C(F)(F)F)no1	3	-6	12	i	-1.4	-2	-3	-7	0	-4
COc1ccccc1CN1CC(C(=O)NCCc2ccccc2Cl)CCC1=O (stereo not given)	-9	6	12	i	-1.4	0	-3	-3	4	3
CCOC(=O)N1CCC(NC(=O)CCC(=O)N2CC(C)Oc3ccc(Cl)cc32)CC1 (stereo not given)	-7	-18	12	i	0.2	1	-1	0	-2	0
O=C(CCC1CCCN(Cc2ccncc2)C1)NCc1ccc(F)c(F)c1 (stereo not given)	-1	4	-2	i	-0.4	1	0	4	2	-1
C=CCOc1ccc2cccc(/C=N/NC(=O)c3cc4cc([N+](=O)[O-])ccc4s3)c2c1	-5	-4	9	i	0.9	-10	4	4	-6	45
CC1(C)C(=O)Nc2ccccc2N1C(=O)COC(=O)COc1cccc(C(F)(F)F)c1	-3	-4	5	i	0.6	1	1	-4	-4	0
Cc1cccc(C2c3[nH]c4ccccc4c3CCN2C(=O)c2ocnc2C)n1 (stereo not given)	-7	-9	3	i	0.1	2	0	2	0	-4
CCN(CC)CCN(C(=O)C1=COCCO1)c1nc2cc3c(cc2s1)OCO3	-9	9	2	i	-0.4	-2	-5	-7	1	2
C(=C\c1ccccc1)/CN1CCN(C(c2ccccc2)c2nnnn2-c2ccc3c(c2)OCCO3)CC1 (stereo not given)	·	9	3	i	2.7	5	1	0	3	-5
C[C@H](CO)N1C[C@H](C)[C@@H](CN(C)C(=O)Nc2ccccc2F)Oc2ncc(Br)cc2C1=O	·	2	21	i	-2.7	2	0	-4	2	4
Cc1cccc(C)c1NC(=S)NN1CCN(C)CC1	-9	6	-4	i	-1.2	4	3	-3	-2	4
COc1ccc(CCNC(=O)CCCn2c(=S)[nH]c3cc4c(cc3c2=O)OCO4)cc1OC	·	-8	7	i	-0.8	0	-1	4	4	-5
Cc1cc(C)c(C)c(S(=O)(=O)Nc2ccccc2N2CCOCC2)c1C	-6	3	4	i	2.0	5	-2	1	0	-2
Cc1cc(C)c(C#N)c(SCC(=O)Nc2c(C)n(C)n(-c3ccccc3)c2=O)n1	-10	-4	-8	i	-3.7	2	-1	-2	-5	0
Cc1ccc(NC(=O)COc2ccccc2)c(NC(=O)c2ccccc2C)c1	-2	0	-4	i	0.5	2	-7	-11	0	-2
O=C(COc1ccc(Cl)cc1Br)NC1CC1	5	-12	11	i	-0.1	2	-1	-5	2	-1
Cc1ccc(C(O)c2ncc(-c3ccccc3Cl)[nH]2)c(C)c1 (stereo not given)	·	-11	19	i	0.0	0	-1	-9	-1	-4
O=C(O)/C=C/c1cn(-c2ccccc2)nc1-c1cccc([N+](=O)[O-])c1	-20	12	-4	i	-0.6	-20	4	-5	-1	0
O=C(NCC(=O)N1CCN(C/C=C/c2ccccc2)CC1)c1ccc(OC(F)F)cc1	0	0	3	i	-0.2	-1	2	-3	-4	-2
Cc1ccc(NC(=O)c2oc3ccccc3c2NC(=O)C2CCCO2)cc1C (stereo not given)	-17	-6	16	i	2.2	-10	2	-3	1	0
CCN(CC)S(=O)(=O)c1ccc(Cl)c(NC(=O)c2ccc(C#N)cc2)c1	2	-1	6	i	0.5	4	0	-4	8	0
COc1ccc(-c2csc(NC(=O)Cc3ccccc3F)n2)c(OC)c1	-5	12	-8	i	1.3	9	-1	-5	-6	-8
CCCCCNC(=O)C1C(=O)Nc2ccccc2C(=O)N1C(C)(C)C (stereo not given)	·	5	7	·	-1.4	-6	·	·	1	·
CSc1nc(=S)n(-c2cc(C)ccc2C)c(C)c1C(C)=O	4	2	-11	i	-1.3	-2	-1	-4	-3	1
NC(=O)Cc1nc(-c2ccccc2)cs1	0	4	3	i	-0.6	1	-3	-4	2	2
Cc1cccc(NC(=O)Oc2ccc(Cl)c3cccnc23)c1	·	-6	-3	i	0.6	4	-2	0	10	-1
COc1ccc(-c2cc(C(=O)NCc3ccco3)c3ccccc3n2)cc1OC	-13	-3	-1	i	-0.5	-7	-1	-6	0	-2
COc1ccccc1N(C(=O)c1ccco1)C(C(=O)NC1CCCCC1)c1cc(OC)c(OC)c(OC)c1 (stereo not given)	-8	26*	-20	i	0.6	-2	1	5	-7	-1
COc1ccc(C(=O)CSc2nnc(NC(=O)C3CC(=O)N(c4cccc(OC)c4)C3)s2)cc1 (stereo not given)	-3	-1	-2	i	0.7	1	-1	12	4	7
COc1cc(OC)cc(-c2nnc(Nc3nc4c(F)cccc4s3)o2)c1	25	-8	10	+	1.6	19	3	22	21	2
O=C(CC(=O)Nc1ccccc1[N+](=O)[O-])Nc1ccccc1[N+](=O)[O-]	4	0	-3	i	-1.7	-25	0	-6	5	-1
CC1CN(CCOc2ccccc2-c2ccccc2)CC(C)O1 (stereo not given)	-5	-4	1	i	-1.1	-1	-1	-8	2	0
Cc1csc(NC(=O)c2ccc3nc[nH]c3c2)n1	1	-1	-9	i	0.6	3	0	-2	6	0
O=C(Nc1ccc(Cl)c([N+](=O)[O-])c1)c1ccco1	-6	2	18	i	-0.8	-24	-3	-8	2	-1
Nc1ncc(Br)cc1S(=O)(=O)N1CCCCCC1	1	-1	1	i	-0.1	-3	-1	-6	-2	2
CC1(C)CC(NC(=O)C2CCC(=O)N(C3CC3)C2)CC(C)(C)C1 (stereo not given)	-6	-1	-7	i	-1.9	0	-1	-5	6	2
O=C(NC(=S)NCCc1ccccn1)c1ccco1	3	10	12	i	-0.4	-2	-2	-9	8	-2
O=C(NCc1ccc2c(c1)OCO2)c1ccc(N2C(=O)C3CCCCC3C2=O)cc1 (stereo not given)	-2	-6	-16	i	-0.1	-3	-1	-2	3	-2
CC1(C)CC(NC(=O)CC2CCCCC2)CC(C)(C)N1	-3	-10	-5	i	-1.2	-2	-3	1	6	0
Nc1cc(S(=O)(=O)O)cc2ccc(S(=O)(=O)O)cc12	25	0	18	i	-0.7	-1	8	0	-51	20
O=C(CNC(=O)c1ccccc1)NCC(c1ccco1)N1CCCC1 (stereo not given)	-9	-6	12	i	-0.9	2	-4	-1	1	0

From PubChem BioAssay
